# Compound activity from PubChem.
# MBNL1-CUG inh – qHTS Assay for Inhibitors of MBNL1-poly(CUG) RNA binding. TR-FRET MBNL1-His/biotin-(CUG)12 binding, 665/545 ratio. Muscleblind-like protein 1 (Homo sapiens), Q9NR56. Potency, µM (doses to about 57.5 µM), for the others: at the highest dose activity change, negative = inhibition, usual class: inhibitors. AID 2675, 2010. hit rate 0.036% among 280,000; active means well fitted inhibition curve with a large enough effect in the signal ratio, with a control signal flat, not every such curve was filed as active; inconclusive means small, poorly fitted or top-dose-only effect, or effect the other way, or a change in a side signal; inactive means no such curve, though single readings can be large or run the other way; the % refers to the signal ratio; further: on the % scale 0 is the no-effect control and ±100 the full control effect
# Target sequence (Q9NR56 whole entry, looked up): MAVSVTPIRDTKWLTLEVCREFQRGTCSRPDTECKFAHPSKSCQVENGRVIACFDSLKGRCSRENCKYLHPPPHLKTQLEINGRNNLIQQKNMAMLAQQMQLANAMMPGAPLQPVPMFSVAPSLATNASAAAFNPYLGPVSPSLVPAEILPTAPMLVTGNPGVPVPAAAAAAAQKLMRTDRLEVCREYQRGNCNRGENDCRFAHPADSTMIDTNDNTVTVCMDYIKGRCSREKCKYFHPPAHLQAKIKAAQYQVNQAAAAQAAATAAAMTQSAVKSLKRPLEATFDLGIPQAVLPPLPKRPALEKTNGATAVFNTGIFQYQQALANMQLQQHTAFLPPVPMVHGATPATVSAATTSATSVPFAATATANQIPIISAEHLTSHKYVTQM
#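 MBNL1-His + Biotin-(CUG)12, cpd titration 92 nM–58 uM; Tb anti-His Ab 0.055 ng/ul, SA-XL665 5 nM (final); 60 min RT; ratiometric 665/545 nm, Ex 340 nm; normalized to buffer and full-complex controls.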
# BRCA1 expr up – qHTS Assay to Identify Small Molecule Activators of BRCA1 Expression | MCF7-BRCA1-FFLuc reporter, luminescence, 48 h; response scale: scaled: vehicle 0%, 10 µM genistein 100% | Potency, µM (series often up to 46.1 µM), for the others: at the highest dose activation, most hits filed as activators | hit rate 1.1% among 380,000; further: nearly all actives have a fitted effect of over 80% in size; some results filed as inactive show a strong effect at the top dose
#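 Reporter cells (MCF7, BRCA1 promoter-firefly luciferase) received library compounds across a concentration series for 48 h. End-point luminescence was measured and concentration-effect curves derived after normalization.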
# uPA surface inh – qHTS for Inhibitors of Cell Surface uPA Generation | AID 540303, 2011 | cell surface uPA generation assay, qHTS | Potency, µM (doses to about 38.3 µM), inactives show top-dose activity change, negative = inhibition, hits mostly inhibitors | hit rate 0.31% among 330,000; active means well fitted inhibition curve with a large enough effect; inconclusive means small, poorly fitted or top-dose-only effect; inactive means no such curve, though single readings can be large or run the other way; tested in mouse RAW 264.7 cells; further: on the % scale 0 is the no-effect control and ±100 the full control effect; nearly all actives have a fitted effect of over 55% in size
# Gal4-VP16 FLuc – VP16 counterscreen qHTS for inhibitors of ROR gamma transcriptional activity; Potency, µM (top dose mostly 53.6 µM), for inactives: at the top dose activity, negative = inhibition, hits mostly inhibitors; hit rate 3.5% among 310,000; Drosophila S2 Gal4-VP16 UAS-luciferase, luminescence, 20 h; AID 2546, 2010;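 further: Gal4-VP16 expression switched on by copper sulfate through the metallothionein promoter; on the % scale 0 is the no-effect control and ±100 the full control effect; nearly all actives have a fitted effect of over 50% in size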
# p53 reactivation – qHTS assay for re-activators of p53 using a Luc reporter. H1299 p53-A138V BP100-luciferase reporter, luminescence, 24 h. Potency, µM (highest dose often 92.2 µM), for inactives: top-dose activity change, positive = activation, hits mostly activators. hit rate 0.063% among 320,000. AID 504706, 2011; further: % of control where 0% means no effect; nearly all actives have a fitted effect of over 45% in size
#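 H1299 (p53-null), stable ts p53-A138V + BP100-Luc; 1000 cells/well, Opti-MEM/10% FBS; cpd 4 pt, 1:5; 24 h, 37 deg C, 5% CO2; detection reagent 10 min RT; luminescence.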
# ELG1 genotoxic – qHTS screen for small molecules that induce genotoxicity in human embryonic kidney (HEK293T) cells expressing luciferase-tagged ELG1 | HEK293T ELG1-luciferase reporter, luminescence, 16 h | Potency, µM (highest dose often 46 µM), for the others: at the top dose activity change, positive = activation, usual class: activators | hit rate 1.3% among 330,000; further: % of control where 0% means no effect; nearly all actives have a fitted effect of over 60% in size
#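 Luminescence read-out: rising ELG1-luciferase signal, reflecting elevated ELG1 protein under genetic stress, flags genotoxic compounds. Cells were treated for 16 hr at 37 °C before ONE-Glo detection.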
# FLuc counter – qHTS profiling assay for firefly luciferase inhibitor/activator using purifed enzyme and Km concentrations of substrates (counterscreen for miR-21 project); Luciferin 4-monooxygenase (Photinus pyralis), P08659; Potency, µM (top dose mostly 57.5 µM), for inactives: top-dose activity change, negative = inhibition, most hits filed as inhibitors; purified FLuc, Km substrates, luminescence inhibition; hit rate 6.9% among 360,000;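 further: plate controls were vehicle for no effect and reference inhibitor for full effect; nearly all actives have a fitted effect of over 55% in size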
# Target sequence (P08659 whole entry, looked up): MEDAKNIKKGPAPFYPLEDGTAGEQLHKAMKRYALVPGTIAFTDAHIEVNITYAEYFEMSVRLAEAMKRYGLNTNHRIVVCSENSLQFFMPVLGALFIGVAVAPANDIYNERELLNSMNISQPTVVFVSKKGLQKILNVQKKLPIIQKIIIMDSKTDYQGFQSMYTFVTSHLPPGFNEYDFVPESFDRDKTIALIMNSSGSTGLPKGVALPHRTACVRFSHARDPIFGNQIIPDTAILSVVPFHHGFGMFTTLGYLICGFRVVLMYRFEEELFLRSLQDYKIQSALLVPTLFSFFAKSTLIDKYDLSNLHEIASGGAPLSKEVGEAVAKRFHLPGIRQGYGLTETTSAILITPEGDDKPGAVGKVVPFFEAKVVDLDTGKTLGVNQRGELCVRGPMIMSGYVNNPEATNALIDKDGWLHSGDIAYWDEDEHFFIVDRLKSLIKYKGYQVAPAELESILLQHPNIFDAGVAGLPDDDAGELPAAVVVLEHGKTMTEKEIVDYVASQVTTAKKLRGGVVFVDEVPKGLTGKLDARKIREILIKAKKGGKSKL
#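 Purified P. pyralis luciferase, 10 nM final, with Km-level 10 uM D-luciferin and 10 uM ATP in 50 mM Tris acetate pH 7.5, 10 mM Mg acetate, 0.01% Tween-20, 0.05% BSA; 6-point qHTS titration about 60 µM downward; luminescence read.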
# RORg inh – qHTS for inhibitors of ROR gamma transcriptional activity | Nuclear receptor ROR-gamma (Mus musculus), P51450 | Drosophila S2 Gal4-RORgamma UAS-luciferase reporter, 20 h | Potency, µM (highest dose often 53.6 µM), without a hit: top-dose activity change, negative = inhibition, usual class: inhibitors | hit rate 5.4% among 310,000; further: on the % scale 0 is the no-effect control and ±100 the full control effect; nearly all actives have a fitted effect of over 60% in size
#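 A Gal4/UAS one-hybrid system in insect cells: metallothionein-promoter Gal4–ROR gamma fusion plus Photinus luciferase reporter. Copper sulfate 700 uM final, 20 hr ambient incubation, luminescent detection after 10 min with reagent.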
# NPC1 promoter act – qHTS Assay for NPC1 Promoter Activators; Huh7 NPC1 promoter luciferase reporter, 24 h; Potency, µM (highest dose often 9.22 µM), for inactives: at the top dose activation, actives largely listed as activators; hit rate 2.4% among 320,000; AID 485313, 2010;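 further: % of control where 0% means no effect; nearly all actives have a fitted effect of over 60% in size; reporter is driven by a mutant NPC1 promoter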
#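 Luciferase expression driven by the NPC1 promoter was measured in stably transfected Huh7 cells after a 24 h compound incubation, using a luciferase reagent and a luminescence read.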
# Rab9 prom act – qHTS Assay for Rab9 Promoter Activators; AID 485297, 2010; hit rate 2.8% among 320,000; Huh7 Rab9 promoter-luciferase reporter, luminescence, 24 h; Potency, µM (top dose mostly 9.22 µM), for the others: at the highest dose activation, negative = inhibition, most hits filed as activators; further: % of control where 0% means no effect; nearly all actives have a fitted effect of over 60% in size
#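 Luciferase signal after 10 min detection reagent at ambient indicates Rab9 promoter upregulation; stably transfected Huh7 cells were treated 24 h with compound in DMSO at 37 °C, 5% CO2.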
# An asterisk follows results filed as active; ? = inconclusive; · = no result given; [ ] = another dose, or the depositor's remark. Unless noted, the call rests on the fitted dose curve; in most records, active means well fitted curve in the direction sought with a large enough effect; inconclusive means small, poorly fitted or top-dose-only effect, or another doubt; inactive means no such curve, though single readings can be large; an effect the other way counts as inactive or inconclusive. Potency means the concentration at half of the fitted maximal effect.
SMILES,MBNL1-CUG inh,BRCA1 expr up,uPA surface inh,Gal4-VP16 FLuc,p53 reactivation,ELG1 genotoxic,FLuc counter,RORg inh,NPC1 promoter act,Rab9 prom act
CCOC(=O)c1sc(NC(=O)C(C)C)c(C#N)c1C,-4%,-13%,-4%,1%,-1%,2%,0%,-3%,0%,-3%
Cc1cc2c(c(=O)n1C)C(Cc1ccccc1)C(C#N)=C(N)O2 (stereo not given),?,6%,-4%,-11%,16%,6%,?,-20%,-1%,-8%
CN(C)CCOC(=O)C1(c2ccccc2)CCCC1,4%,-12%,5%,7%,-3%,2%,6%,-1%,-1%,-2%
COC(=O)c1cc2c(=O)n3cccc(C)c3nc2n(Cc2cccnc2)c1=N,12%,·,·,-9%,14%,2%,0%,-7%,-1%,2%
CC1CCCCC1NC(=O)c1cccc(NC2=NC3CS(=O)(=O)CC3S2)c1 (stereo not given),-4%,32%,16%,2%,·,7%,6%,-11%,-6%,1%
CC1CN(C(=O)c2cc3c(=O)n4ccccc4nc3s2)CC(C)O1 (stereo not given),?,11%,·,-1%,17%,15%,0%,24%,9%,8%
CC(C)=NOCC(=O)Nn1c(COc2ccccc2)nc2ccccc2c1=O,-11%,8%,24%,-5%,-7%,-3%,?,8%,-4%,-1%
O=C(CCOc1ccccc1)N1CCN(S(=O)(=O)c2cccs2)CC1,2%,14%,3%,-3%,3%,1%,-1%,?,-4%,5%
N#CC(C#N)=CNc1cccnc1,·,-1%,1%,2%,-2%,1%,-2%,7%,-1%,1%
O=C(OC(C(=O)Nc1ccc([N+](=O)[O-])cc1Br)c1ccccc1)c1ccccc1 (stereo not given),12%,7%,-3%,-1%,1%,-3%,4%,14%,1%,0%
Cc1cccc(N2C(=O)CC(N3CCOCC3)C2=O)c1 (stereo not given),-1%,10%,2%,10%,4%,0%,2%[2.3 µM],-17%,-3%,1%
COc1cc(C2C(C#N)=C(N)Oc3cc(O)ccc32)cc2c1OCO2 (stereo not given),11%,-60%,-14%,-2%,-9%,2%,-2%,?,-5%,-4%
CCOC(=O)c1c(C)c(C#N)c2c3ccccc3ccn12,3%,-9%,4%,7%,1%,2%,-11%,-24%,0%,8%
O=C(NC(=S)Nc1ccc(S(=O)(=O)Nc2ccccc2)cc1)C1CC1,0%,0%,-3%,-15%,-4%,-5%,-1%,3%,-2%,-5%
COc1ccc2c(COC(=O)[C@H](C)NS(=O)(=O)c3ccccc3F)cc(=O)oc2c1,·,-9%,0%,·,1%,1%,·,·,·,·
COc1ccc(S(=O)(=O)N2CCCCCC2)cc1C(=O)Nc1cccc(C)n1,3%,-19%,-4%,-11%,-9%,-18%,-16%,-16%,-3%,5%
CC(C)CC(NC(=O)C1CCC(=O)N1)C(=O)NC(CC(C)C)C(=O)N1CCCC1C(N)=O (stereo not given),-11%,-3%,-3%,-12%,6%,-7%,1%,-13%,-4%,22%
COc1cc(N)ccc1NC(=O)c1cc2ccccc2o1,-7%,?,-18%,·,·,?,11µM*,·,4µM*,3.2µM*
COc1cccc(C2C3=C(CC(C)(C)CC3=O)Nc3cc(OC)c(OC)cc32)c1 (stereo not given),·,-31%,3%,-12%,-6%,8%,-6%,-2%,-5%,-1%
CC(=O)N(c1cccc(Br)c1)c1nc(C)cc(C)c1C#N,-9%,-46%,1%,0%,-4%,-3%,2%,27%,2%,-2%
Brc1ccc(-c2csc(N/N=C/c3ccco3)n2)cc1,4%,22%,0%,4%,7%,4%,?,-27%,?,?
Cc1cc(C)n(-c2nc(SCCN(C)C)c3c4c(sc3n2)CCCC4)n1,-6%,-45%,·,7.9µM*,?,-3%,?,2.8µM*,8%,7%
CCOC(=O)c1c(NC(=O)C(=O)N/N=C/c2ccc(O)c(OC)c2)sc2c1CCCCC2,·,-49%,-4%,-23%,-9%,-12%,3%,20%,-1%,-4%
COc1ccc(S(=O)(=O)Nc2cccc3c2O[C@@H](CN(C)Cc2ccc(C(=O)O)cc2)[C@@H](C)CN([C@H](C)CO)C3=O)cc1,·,-9%,4%,·,2%,3%,·,·,·,·
CCCNc1nc2ccccc2c(=O)[nH]1,-14%,-11%,3%,0%,4%,1%,-3%,6%,-4%,2%
COc1ccc(CCNC(=O)C23CCC(C)(C(=O)C2=O)C3(C)C)cc1OC (stereo not given),2%,19%,3%,0%,-3%,0%,-2%,5%,-7%,-4%
O=C(CSc1ccccc1F)NC1CCS(=O)(=O)C1 (stereo not given),-3%,-29%,0%,-9%,6%,2%,-2%,10%,-1%,-2%
Cc1ccc(O)c(C(CC(=O)N2CCCC2)c2ccccc2)c1 (stereo not given),-12%[11.5 µM],-11%,-5%,-19%,-5%,0%,-1%,7%,1%,0%
O=C(CN1CCC(n2nnc3cc(F)ccc32)CC1)NCc1ccco1,2%,1%,-1%,-1%,10%,0%,3%,?,0%,-2%
Cc1ccc(-c2cc(-c3ccccc3O)nc(N/N=C/c3cccnc3)n2)cc1,-8%,-3%,1%,?,2%,-2%,?,?,17%,25%
NC(=O)c1nsc(C(=O)N(c2ccc3c(c2)OCO3)C(C(=O)NCC2CCCO2)c2ccc(F)cc2)c1N (stereo not given),-1%,-22%,·,-10%,2%,23%,-15%,35%,2%,9%
Cc1ccc(S(=O)(=O)N2CCC(C)CC2)c([N+](=O)[O-])c1,-1%,2%,2%,1%,1%,-3%,-2%,10%,-3%,-7%
O=C(NCc1ccc2c(c1)OCO2)c1cc(-c2cc(Cl)ccc2O)n[nH]1,0%,0%,3%,2%,0%,0%,2%,-32%,1%,-1%
CCOc1ccccc1N1CCN(C(=O)NC(C)c2ccc(F)c(F)c2)CC1 (stereo not given),-7%,0%,0%,-15%,1%,-1%,-2%,-2%,0%,0%
CC(C)N1CCC(N2CCN(C3CCCC3)CC2CCO)CC1 (stereo not given),-7%,0%,1%,-1%,1%,-5%,1%,0%,0%,-1%
O=C(OCC(=O)N(C1CCCCC1)C1CCCCC1)c1ccc(O)cc1,-4%,-18%,-1%,-7%,1%,-2%,4%,24%,-2%,3%
Cc1ccccc1CNC(=O)Cn1cnc(S(=O)(=O)N2CCCC2)c1,1%,-9%,-4%,-3%,0%,0%,-2%,?,0%,4%
CCc1ccc(NC(=O)CNC(=O)Cn2ccc3ccccc3c2=O)cc1,2%,-9%,-3%,0%,0%,?,-1%,-23%,-3%,2%
CN1CCN(S(=O)(=O)c2ccc(SCCOc3ccccc3)nc2)CC1,7%,2%,-5%,20%,9%,-8%,3%,4%,4%,17%
CCn1c(SCC(=O)NC2CCCCC2)nnc1-c1cc2cccc(OC)c2o1,3%,-36%,-2%,-3%,7%,-4%,0%,-23%,-7%,-4%
CCN(CC)C(=O)C(=O)c1c(-c2ccccc2)[nH]c2ccccc12,?,-15%,2%,-1%,-17%,0%,3%,34%,1%,5%
Cc1cc(C)c(NC(=O)C(C)(C)C)c(Cl)c1,0%,2%,-1%,-2%,-3%,1%,5%,-7%,0%,-5%
O=C1NC(c2ccccc2)(C(F)(F)F)SC2=NCCCN12 (stereo not given),-5%,-2%,9%,6%,-14%,-14%,2%,29%,0%,1%
Cc1cc(C)cc(NC(=O)C(=O)NCCc2c[nH]c3ccccc23)c1,-3%,-15%,-4%,-7%,-2%,1%,1%,0%,0%,-1%
Nc1nc(SCC(=O)Nc2ccc([N+](=O)[O-])cc2)[nH]c(=O)c1NC(=O)c1ccc(Br)o1,?,8%,2%,-3%,28%,6%,?,3%,-9%,5%
CC1CC(=O)Nc2ccccc2N1S(=O)(=O)c1cccc(Cl)c1 (stereo not given),-7%,-23%,4%,0%,3%,-1%,1%,-10%,0%,1%

# Compounds above with bromine (4):
SMILES,MBNL1-CUG inh,BRCA1 expr up,uPA surface inh,Gal4-VP16 FLuc,p53 reactivation,ELG1 genotoxic,FLuc counter,RORg inh,NPC1 promoter act,Rab9 prom act
O=C(OC(C(=O)Nc1ccc([N+](=O)[O-])cc1Br)c1ccccc1)c1ccccc1 (stereo not given),12%,7%,-3%,-1%,1%,-3%,4%,14%,1%,0%
CC(=O)N(c1cccc(Br)c1)c1nc(C)cc(C)c1C#N,-9%,-46%,1%,0%,-4%,-3%,2%,27%,2%,-2%
Brc1ccc(-c2csc(N/N=C/c3ccco3)n2)cc1,4%,22%,0%,4%,7%,4%,?,-27%,?,?
Nc1nc(SCC(=O)Nc2ccc([N+](=O)[O-])cc2)[nH]c(=O)c1NC(=O)c1ccc(Br)o1,?,8%,2%,-3%,28%,6%,?,3%,-9%,5%

# An unsorted share of the library; any-hit rate near 13%.
